Screening data from PubChem BioAssay.
NadD inh – inhibitors of S. aureus NadD, primary screen, biochemical, colorimetric, uHTS. inhibition, % at 20 µM. AID 602399, 2012. 360,000 compounds, 0.78% hits. purified NadD enzyme, colorimetric absorbance read-out. Nicotinate-nucleotide adenylyltransferase NadD (Staphylococcus aureus N315); in the data active means inhibition above about 26%; further: some compounds past the cut are filed as inactive
SUMO1-SIM PPI – modulators of SUMO1 protein-protein interactions, primary screen, biochemical, uHTS | SUMO1 binding to a labelled peptide, TR-FRET, 1 h | 360,000 compounds, 0.33% hits | inhibition, % at 20 µM; in the data active means inhibition above about 37%
CSN inh – inhibitors of CSN-mediated cullin deneddylation, primary screen, biochemical, fluorescence polarization, uHTS; COP9 signalosome complex subunit 5 (Homo sapiens), Q92905; Purified CSN, SCF-Nedd8-OG deneddylation; inhibition, % at 12.5 µM; 360,000 compounds, 0.38% hits; AID 651999, 2013;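 active means pattern-corrected inhibition above about 35%, with an unprinted fluorescence ratio check between 0.5 and 1.5, limit read from the data, passing the limit was not always enough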;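 further: 0% = enzyme with substrate and 100% = substrate without enzyme; some results filed as inactive read as strong as hits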
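Assay system: HEK293T-derived human Csn5 enzyme; quantity: 0.24 nM enzyme; medium: Tris/NaCl/DTT buffer, pH 7.5; also added: substrate SCFSkp2-Nedd8OG, 10 nM; doses: 12.5 µM compound; schedule: 90 min reaction at room temperature; signal: FP; read-out: % inhibition of substrate cleavage by Csn5; benchmarks: substrate-only high control, full reaction low control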
Rin1 Abl inh – inhibitors of Rin1-Abl protein binding, primary screen, biochemical, TR-FRET | inhibition, % at 7.35 µM | 360,000 compounds, 0.4% hits; in the data active means inhibition above about 5%, passing the limit was not always enough
Scp1 inh – Scp-1 phosphatase inhibitors, primary screen, biochemical, colorimetric, uHTS; Carboxy-terminal domain RNA polymerase II polypeptide A small phosphatase 1 (Homo …; Recombinant Scp1, phosphopeptide, malachite green phosphate absorbance; inhibition, % at 20 µM; 340,000 compounds, 0.88% hits; AID 493091, 2011;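 active means inhibition above about 50% at 20 µM, limit read from the data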;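 further: plate controls were DMSO wells with enzyme for no effect and wells lacking enzyme for full effect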
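System: truncated SCP-1 phosphatase (76-261aa); medium: Tris acetate buffer pH 5.5 with MgCl2 and Tween-20; incubation: 45 min room-temperature reaction, 5 min colour, 30 min stabiliser; compound: single 20 µM dose, 1% DMSO; reagent: Phosphorylated 17-residue peptide substrate; read-out: % inhibition at 20 µM; technique: colorimetric free-phosphate detection, absorbance 630 nm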
Neddyl block – inhibitors of cullin neddylation, primary screen, biochemical, TR-FRET, uHTS, NAE and Ubc12 | calls only at 25 µM | NEDD8-conjugating enzyme Ubc12 (Homo sapiens) + NEDD8-activating enzyme E1 regulatory … | 360,000 compounds, 0.58% hits | AID 651699, 2012; in the data active means inhibition above about 36%
Target sequence (P61081 whole entry, looked up): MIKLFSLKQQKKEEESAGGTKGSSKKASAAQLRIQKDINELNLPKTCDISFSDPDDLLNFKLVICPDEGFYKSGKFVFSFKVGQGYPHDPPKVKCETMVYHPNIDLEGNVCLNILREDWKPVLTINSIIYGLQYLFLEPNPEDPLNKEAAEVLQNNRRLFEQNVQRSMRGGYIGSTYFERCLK
Target sequence (Q13564 whole entry, looked up): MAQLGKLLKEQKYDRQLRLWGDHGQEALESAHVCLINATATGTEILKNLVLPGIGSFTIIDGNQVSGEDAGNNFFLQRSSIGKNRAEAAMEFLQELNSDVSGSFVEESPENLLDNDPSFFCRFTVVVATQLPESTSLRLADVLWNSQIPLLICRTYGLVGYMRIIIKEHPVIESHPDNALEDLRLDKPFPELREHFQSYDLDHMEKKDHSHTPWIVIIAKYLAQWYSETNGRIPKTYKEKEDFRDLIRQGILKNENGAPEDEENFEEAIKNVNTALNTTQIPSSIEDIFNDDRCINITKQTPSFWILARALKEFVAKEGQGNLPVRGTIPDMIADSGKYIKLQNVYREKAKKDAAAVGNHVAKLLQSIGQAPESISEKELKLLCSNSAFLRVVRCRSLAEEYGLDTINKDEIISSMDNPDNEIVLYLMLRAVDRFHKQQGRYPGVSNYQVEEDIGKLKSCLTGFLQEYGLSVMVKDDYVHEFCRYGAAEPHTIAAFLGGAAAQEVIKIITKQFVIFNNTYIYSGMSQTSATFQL
STEP inh – STEP phosphatase inhibitors, primary screen, biochemical, fluorescence intensity, uHTS. Tyrosine-protein phosphatase non-receptor type 5 (Homo sapiens), P54829. recombinant STEP, OMFP fluorogenic substrate. inhibition, % at 20 µM. 360,000 compounds, 0.25% hits;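 active means inhibition at 20 µM, scaled per plate between control wells, above about 37%, limit read from the data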;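 further: 0% = DMSO with enzyme and substrate and 100% = substrate only without enzyme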
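Measure: Control-normalized % inhibition with plate pattern correction | Test system: STEP phosphatase, cell-free reaction | Medium: pH 6.0 Bis-Tris with DTT and Tween 20 | Technique: Fluorescence, 480/540 nm | Times: Reaction 20 min, ambient temperature | Doses: Single compound dose of 20 µM, 1% DMSO final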
Rpn11 inh – Rpn11 (PSMD14) deubiquitinase inhibitors, primary screen, biochemical, fluorescence polarization, uHTS | 26S proteasome non-ATPase regulatory subunit 14 (Homo sapiens), O00487 | human 26S proteasome, Ub4-pepOG fluorescence polarization; 20S core pre-blocked with epoxomicin | calls only at 20 µM | 360,000 compounds, 0.59% hits | AID 588493, 2011;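 active means inhibition at 20 µM, scaled to each plate's controls, above about 33%, limit read from the data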
Target sequence (O00487 whole entry, looked up): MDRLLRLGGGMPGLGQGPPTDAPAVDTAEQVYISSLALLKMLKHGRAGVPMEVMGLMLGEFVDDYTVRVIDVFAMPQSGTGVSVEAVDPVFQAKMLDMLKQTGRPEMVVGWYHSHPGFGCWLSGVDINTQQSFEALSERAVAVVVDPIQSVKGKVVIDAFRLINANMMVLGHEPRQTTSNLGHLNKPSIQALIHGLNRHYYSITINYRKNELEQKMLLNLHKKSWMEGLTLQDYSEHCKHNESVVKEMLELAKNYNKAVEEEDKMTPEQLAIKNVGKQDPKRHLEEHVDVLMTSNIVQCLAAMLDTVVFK
LMPTP inh – LMPTP phosphatase inhibitors, primary screen, biochemical, fluorescence intensity, uHTS. Low molecular weight phosphotyrosine protein phosphatase (Homo sapiens), P24666. recombinant LMPTP-A, OMFP fluorogenic substrate. AID 651560, 2012. 360,000 compounds, 0.22% hits. inhibition, % at 20 µM;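 active means compounds that cut the enzyme signal by at least half of the control window in the single-dose screen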;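 further: plate controls were DMSO wells with enzyme plus substrate for no effect and substrate without enzyme for full effect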
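Assay system: LMPTP-A enzyme. Input: 0.625 nM LMPTP-A final. Probe or stimulus: 400 µM OMFP. Compound dosing: single 20 µM dose. Schedule: 50 min dark incubation at room temperature. Detection: fluorescence intensity of OMFP turnover product. Read-out: percent inhibition versus substrate-only and uninhibited controls. Benchmarks: no-enzyme low control, uninhibited high control.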
DNMT1 inh – human DNMT1 methyltransferase inhibitors, primary screen, biochemical, molecular beacon, fluorescence, HinP1I cleavage, uHTS; DNA (cytosine-5)-methyltransferase 1 (Homo sapiens), P26358; inhibition (reported as % activation of signal), % at 10 µM; 360,000 compounds, 0.83% hits; in the data active means inhibition above about 50%
Active calls of the source: *; i = inactive; x = not tested or not shown; + = active, no number.

SMILES	NadD inh	SUMO1-SIM PPI	CSN inh	Rin1 Abl inh	Scp1 inh	Neddyl block	STEP inh	Rpn11 inh	LMPTP inh	DNMT1 inh
CCOCCCNC(=O)c1cn(CC(C)C)c(=O)c2cc(OC)c(OC)cc12	2	-3	5	-4	-9	i	2	i	-0.1	-14
O=C(c1cccc(C(F)(F)F)c1)C1CCCN(C(=O)Cn2cncn2)C1 (stereo not given)	5	3	4	2	-9	i	-2	i	-0.1	2
CC1=NN(C(=O)COc2ccccc2)C(O)(c2cccnc2)C1 (stereo not given)	1	4	-4	2	-5	i	4	i	-0.4	3
COc1ccc(N2C(=S)NC3N2C(=S)NC3(C)c2ccccc2)cc1 (stereo not given)	1	0	0	0	-11	i	2	i	-1.2	0
Cc1c(/C=N/NC(=O)C2(O)c3ccccc3-c3ccccc32)cnn1C	-1	8	-9	0	4	i	1	i	-1.2	3
COc1ccccc1NC(=O)/C(=C/c1cccs1)NC(=O)c1ccco1	-2	-8	1	-4	33	i	-2	i	-0.1	1
O=C(O)c1cn(Cc2ccccc2)nc1-c1cccnc1	-3	-2	2	-2	0	i	-3	i	0.3	7
Cc1cc(N=Nc2ccccc2C(=O)O)c(C)c(C)c1O	1	-29	19	-5	-16	i	6	+	16	-7
CCC1(C)Cc2[nH]c(=O)c(C#N)cc2CO1 (stereo not given)	2	-3	-18	0	5	x	2	i	5.0	4
CC1(C)COC(c2cccc(C3=NC(C)(C)CO3)n2)=N1	-1	0	4	2	-14	i	-4	i	-2.3	-2
Cc1onc(-c2ccccc2Cl)c1NC(=O)NCc1cccs1	1	-4	-4	3	-7	i	-1	i	-2.8	0
Cc1ccc(NC(=O)Nc2ncnc3nc[nH]c23)cc1	-6	0	-1	-2	-8	i	0	i	-1.7	1
CC1CCCC(C)N1CCCNC(=O)c1csc2c1CCCCC2 (stereo not given)	-1	9	-5	1	5	i	1	i	-1.1	1
CCCC1(c2ccccc2)NC(=O)N(CC(=O)Nc2ccc3c(c2)OCCO3)C1=O (stereo not given)	-7	-1	-3	4	-6	i	0	i	0.3	-12
COC(=O)C1=C(C)N(CC2CC2)C(=NCc2cccc(Cl)c2)N[C@H]1c1ccccc1	8	-9	10	3	26	i	0	i	1.4	11
COC(=O)c1cccc(S(=O)(=O)N2CCC(NC(=O)Nc3cccc(F)c3)CC2)c1	-1	5	0	1	-14	i	3	i	0.4	2
NS(=O)(=O)c1ccc(CCNC(=O)COC(=O)/C=C/c2ccccc2Cl)cc1	-4	1	-6	-1	-7	i	0	i	-1.5	-1
Cc1ccc(CN2CCNC(=O)C2CC(=O)N(Cc2c(C)nn(C)c2C)C2CC2)o1 (stereo not given)	5	1	-11	-2	-12	i	1	i	-0.5	-1
CC(NC(=O)c1cccnc1Sc1ccccc1)c1ccc(S(N)(=O)=O)cc1 (stereo not given)	3	2	0	2	-2	i	-1	i	-1.6	1
CCCC(=O)Nc1cc(-c2nnc(OC)c3ccccc23)ccc1N1CCOCC1	-4	-1	-4	-2	-6	i	-5	i	-0.1	0
CCN(CC)S(=O)(=O)c1cccc(C(=O)OCC(=O)Nc2ccc3c(c2)c2ccccc2n3CC)c1	13	4	-8	3	-2	i	3	i	1.6	-11
Cc1ccc(S(=O)(=O)NCC(=O)NC2CCCC2)cc1	-1	0	-1	1	-2	i	1	i	-0.4	0
CCOc1ccc(-c2noc(CCC(N)=O)n2)cc1OCC	-4	1	5	0	-8	i	-10	i	-1.1	6
CC(OC(=O)CC1CC2CCC1C2)C(=O)Nc1ccc(C(N)=O)cc1 (stereo not given)	-5	3	-3	3	-3	i	-3	i	-0.4	0
Cc1occc1-c1nnc(SC(C)C(=O)Nc2ccccc2F)o1 (stereo not given)	3	2	-3	-4	-6	i	-1	i	-0.5	5
CCCSc1ncnc2sc(C)c(C)c12	-2	-1	-1	-2	-6	i	2	i	-0.2	3
CCOC(=O)Cc1csc(NC(=O)Cc2cccs2)n1	1	-2	-1	-3	31	i	2	i	2.9	14
Cc1noc(NS(=O)(=O)c2ccc(N/C=C\C(=O)c3ccc4c(c3)OCO4)cc2)c1C	4	13	1	0	-2	i	9	i	-0.2	1
CCC(=O)N(c1nnc(SCC(=O)NN2C(=O)NC3(CCC(C)CC3)C2=O)s1)C1CC1 (stereo not given)	-5	-3	-1	-3	-6	i	-1	i	-1.5	4
C[C@H](CO)N1C[C@H](C)[C@@H](CN(C)S(=O)(=O)c2ccc(F)cc2)Oc2ccc(NC(=O)Nc3ccc(C(F)(F)F)cc3)cc2C1=O	22	12	0	2	9	i	-1	i	4.1	-28

Some of the entries so far, comma-delimited:
smiles,NadD inh,SUMO1-SIM PPI,CSN inh,Rin1 Abl inh,Scp1 inh,Neddyl block,STEP inh,Rpn11 inh,LMPTP inh,DNMT1 inh
COC(=O)c1cccc(S(=O)(=O)N2CCC(NC(=O)Nc3cccc(F)c3)CC2)c1,-1,5,0,1,-14,i,3,i,0.4,2
NS(=O)(=O)c1ccc(CCNC(=O)COC(=O)/C=C/c2ccccc2Cl)cc1,-4,1,-6,-1,-7,i,0,i,-1.5,-1
Cc1ccc(CN2CCNC(=O)C2CC(=O)N(Cc2c(C)nn(C)c2C)C2CC2)o1 (stereo not given),5,1,-11,-2,-12,i,1,i,-0.5,-1
CC(NC(=O)c1cccnc1Sc1ccccc1)c1ccc(S(N)(=O)=O)cc1 (stereo not given),3,2,0,2,-2,i,-1,i,-1.6,1
CCCC(=O)Nc1cc(-c2nnc(OC)c3ccccc23)ccc1N1CCOCC1,-4,-1,-4,-2,-6,i,-5,i,-0.1,0
CCN(CC)S(=O)(=O)c1cccc(C(=O)OCC(=O)Nc2ccc3c(c2)c2ccccc2n3CC)c1,13,4,-8,3,-2,i,3,i,1.6,-11
Cc1ccc(S(=O)(=O)NCC(=O)NC2CCCC2)cc1,-1,0,-1,1,-2,i,1,i,-0.4,0
CCOc1ccc(-c2noc(CCC(N)=O)n2)cc1OCC,-4,1,5,0,-8,i,-10,i,-1.1,6
CC(OC(=O)CC1CC2CCC1C2)C(=O)Nc1ccc(C(N)=O)cc1 (stereo not given),-5,3,-3,3,-3,i,-3,i,-0.4,0
Cc1occc1-c1nnc(SC(C)C(=O)Nc2ccccc2F)o1 (stereo not given),3,2,-3,-4,-6,i,-1,i,-0.5,5
CCCSc1ncnc2sc(C)c(C)c12,-2,-1,-1,-2,-6,i,2,i,-0.2,3
CCOC(=O)Cc1csc(NC(=O)Cc2cccs2)n1,1,-2,-1,-3,31,i,2,i,2.9,14

Remaining list, next part
SMILES	NadD inh	SUMO1-SIM PPI	CSN inh	Rin1 Abl inh	Scp1 inh	Neddyl block	STEP inh	Rpn11 inh	LMPTP inh	DNMT1 inh
O=C(N/N=C\c1ccc(-c2ccc(Cl)c(Cl)c2)o1)C(=O)N1CCCC1	11	-8	8	-1	0	x	-2	i	-0.2	2
COc1ccc(NC(=O)C(=O)NCCC2CCCCN2S(=O)(=O)c2ccccc2)cc1 (stereo not given)	-11	1	-5	1	-8	i	1	i	-0.5	-1
Cc1c(NC2=C(Cl)C(=O)N(c3ccccc3Cl)C2=O)c(=O)n(-c2ccccc2)n1C	13	-7	2	-2	18	i	3	i	1.3	29
O=[N+]([O-])c1cccc(S(=O)(=O)N2CCCC2)c1	1	-22	-6	-1	-4	i	-3	i	-0.8	-1
Cc1cc(/C=C2/C(=N)N3C(c4ccccc4)=CSC3=NC2=O)c(C)n1-c1ccccc1	26	1	15	-1	-12	i	-1	i	3.2	-4
Cc1ccc(NC(=O)C2CCCN2C(=O)NC2CCCCC2)cc1 (stereo not given)	2	0	-3	-1	-6	i	1	i	0.6	1
COc1cc(OC)c2ccc(=O)oc2c1C(CC(=O)N1CCCC(C)C1)c1ccc2c(c1)OCO2 (stereo not given)	7	2	9	-1	56*	i	6	i	2.7	46
Cc1cc(NC(NC(=O)c2ccco2)(C(F)(F)F)C(F)(F)F)no1	-2	-3	4	-3	-5	i	2	i	0.0	1
C#CCNC(=O)C1=C[C@@H](c2csc3ccccc23)[C@H](CCCO)[C@@H](OCC)O1	-10	-1	-3	0	-5	i	-2	i	-0.3	3
Cc1nc(C)n(CC(O)COc2ccc3c(c2)CCC3)n1 (stereo not given)	-2	-3	8	2	-6	i	0	i	-1.1	5
CCOc1ccc(-c2nc(CSCC(=O)NC3CC3)c(C)o2)cc1	-4	2	2	1	0	i	1	i	0.8	1
COc1cc(-c2nnc(SCc3ccccc3Cl)o2)cc(OC)c1OC	-9	2	-2	1	-12	i	6	i	4.1	-7
COc1ccc(OC)c2[nH]c(=O)c(CCNC(=O)CC(C)C)cc12	0	-3	-2	0	-9	i	1	i	0.2	0
O=C(c1ccc(C(F)(F)F)cc1)N1CCN(c2ccc(N3CCOCC3)nn2)CC1	1	-14	0	0	-6	+	1	i	0.8	1
Cc1cc(C)c[n+](-c2[nH]c(=O)sc2/C=N/N=C(\N)[S-])c1	-3	-17	5	-3	-6	i	0	i	0.0	-2
S=c1[nH]nc(COc2ccc(Cl)cc2)n1-c1ccc(Cl)cc1	10	2	1	3	-6	i	0	i	-0.8	-2
CCCS(=O)(=O)NC(=O)C1(C)CCCN(C(=O)c2cccnc2Oc2ccccc2)C1 (stereo not given)	2	3	0	0	x	i	-2	i	-1.0	2
CN(C)S(=O)(=O)c1ccc(NC(=O)COC(=O)CC2CC3CCC2C3)cc1 (stereo not given)	-9	18	-2	2	-3	i	-4	i	1.7	1
O=C(C1CCC(Cn2c(=S)[nH]c3ccccc3c2=O)CC1)N1CCN(c2ccccn2)CC1 (stereo not given)	11	5	-6	-2	-11	i	2	i	10	-4
